# Bioassay records from PubChem BioAssay.
# ROC1-CUL1 inh: blocks human RBX1-Cullin-1 di-ubiquitin formation. inhibition, % at 10 µM. in vitro K48 di-Ub FRET, acceptor:donor ratio, 45 min. 140,000 compounds, 0.6% hits. AID 1347404; in the data active = inhibition above about 25%
# Target sequence (P62877 whole entry, looked up): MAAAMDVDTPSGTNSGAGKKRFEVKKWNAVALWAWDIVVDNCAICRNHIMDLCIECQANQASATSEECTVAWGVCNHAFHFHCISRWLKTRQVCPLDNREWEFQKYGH
# Target sequence (Q13616 whole entry, looked up): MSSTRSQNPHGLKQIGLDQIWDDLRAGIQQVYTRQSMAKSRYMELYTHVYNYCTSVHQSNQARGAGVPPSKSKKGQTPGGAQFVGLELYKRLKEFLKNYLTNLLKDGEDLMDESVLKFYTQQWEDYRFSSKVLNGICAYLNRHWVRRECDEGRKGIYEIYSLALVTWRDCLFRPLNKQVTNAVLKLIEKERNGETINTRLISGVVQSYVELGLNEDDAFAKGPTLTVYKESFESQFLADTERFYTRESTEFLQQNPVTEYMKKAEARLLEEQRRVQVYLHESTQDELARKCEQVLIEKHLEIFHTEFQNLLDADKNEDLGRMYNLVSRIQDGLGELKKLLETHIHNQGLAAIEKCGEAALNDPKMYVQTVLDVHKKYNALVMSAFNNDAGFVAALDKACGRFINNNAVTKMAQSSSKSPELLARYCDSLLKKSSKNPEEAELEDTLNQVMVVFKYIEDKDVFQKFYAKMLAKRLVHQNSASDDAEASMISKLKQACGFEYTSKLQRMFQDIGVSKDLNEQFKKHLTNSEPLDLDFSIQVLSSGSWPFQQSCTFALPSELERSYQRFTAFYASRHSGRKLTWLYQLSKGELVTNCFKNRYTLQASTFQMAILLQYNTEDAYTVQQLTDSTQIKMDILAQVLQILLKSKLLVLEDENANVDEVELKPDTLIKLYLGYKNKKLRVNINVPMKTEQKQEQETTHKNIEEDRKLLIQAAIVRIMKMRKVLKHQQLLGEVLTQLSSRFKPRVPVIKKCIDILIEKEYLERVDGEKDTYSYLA
# * marks the source's active call; other numbers are inactive results; & = joins results of further samples. Only part of the results is shown; rates above refer to the full screens.
SMILES,ROC1-CUL1 inh
O=C(CCSCCC(=O)N1CCN(c2ccc(F)cc2)CC1)N1CCN(c2ccc(F)cc2)CC1,8
Cc1cc(NC(=O)c2ccc(N3C(=O)C4C5C=CC(C5)C4C3=O)cc2)no1 (configuration not stated),-8
CN(c1ccc(-c2nc(Cc3ccc(F)cc3)no2)cn1)C1CCOCC1,2
CCC(=O)N1CCC2(CC1)c1ccccc1[C@@H](NC(=O)c1ccccc1OC)[C@@H]2OC,9
O=C(CC(Nc1cc(C(F)(F)F)ccc1Cl)C(=O)O)c1ccccc1 (configuration not stated),12
CS(=O)(=O)Oc1ccc2ccccc2c1,8
O=C(CCCCCNC(=O)c1ccccc1Cl)N/N=C/c1ccccc1[N+](=O)[O-],-5
O=C1C(=O)N(c2nccs2)C(c2ccccc2F)C1C(=O)c1ccccc1 (configuration not stated),-5
Cc1ccc(S(=O)(=O)NNC(=O)c2ccc(NC(=O)C3CC3)cc2)cc1,6
O=C(c1cccnc1)N1CCC(Oc2ccc(C(=O)N3CCCO3)cc2)CC1,0
CCN(CC)Cc1c(O)ccc2c(C)c(Cc3ccccc3)c(=O)oc12,4
Cc1ccc(C)c(Cn2cnc3ccccc32)c1,-1
O=C(CC1C(=O)N(c2ccccc2)C(=O)N1CCC1=CCCCC1)Nc1ccc(F)cc1 (configuration not stated),-5
CCCCC(=O)Nc1sc2c(c1C#N)CCC(CC)C2 (configuration not stated),2
CC(=O)c1cccc(NC(=O)c2sc3nc4c(cc3c2N)CCCCC4)c1,-3
COc1ccc(C(=O)N2CCc3ccccc3C2)cc1C,13
Cc1ccc(-n2nnn(C3CC(=O)C4OCC3O4)c2=S)cc1C (configuration not stated),-9
CCOc1ccc(NC(=O)CN2C(=O)COc3ccc(S(=O)(=O)Nc4ccccc4)cc32)cc1,-2
Cc1oc(-c2ccc(NC(=O)Cc3ccccc3)cc2)nc1CNC(=O)Cn1nc2ccccc2n1,6
COCCN=C1C(=O)N(c2ccccc2)N=CC1Cl (configuration not stated),4
Cc1cccc(N2CCN(C3NS(=O)(=O)C(c4ccc(Cl)cc4)C3C)CC2)c1C (configuration not stated),-6
CC(C)=CCN1CCCC(CNS(=O)(=O)c2cccc3cccnc23)C1 (configuration not stated),8
CN(C)CCC1Sc2ccccc2Oc2ccccc21 (configuration not stated),-5
COc1ccccc1-n1c(C)c(C)n2c3c(=O)[nH]c(=O)n(C)c3nc12,-5
COc1ccc(CNC(=O)CCS(=O)(=O)c2cc(Br)cc3c2N(C(C)=O)C(C)C3)cc1 (configuration not stated),0

# (more compounds)
SMILES,ROC1-CUL1 inh
CN1CCN(NC(=S)NC2CCCCC2)CC1,-4
CCCCC(=O)Nc1ccc(N2CCN(C(=O)C(C)(C)C)CC2)cc1,-3
Cn1c(Oc2cccc(Cl)c2)cc(=O)n(C)c1=O,5
COc1ccc(NC(=O)Cc2c(SC)c3ccccc3n2Cc2ccccc2)cc1,6
CCOC(=O)c1cc(C(=O)OCC)c(C)nc1C,-5
COc1cccc(C(=O)N2CCCC(c3nc(-c4ccncc4)ncc3-c3ccccc3C)C2)c1OC (configuration not stated),0
Cc1cc(C)cc(NC(=O)CSc2nccn2-c2ccccc2)c1,2
O=C(O)CSc1c2c(nc3cc(C(=O)Nc4ccc(F)c(Cl)c4)ccc13)CCC2,0
CCOc1ccc(S(=O)(=O)NC)cc1,5
CCCOC(=O)C1=C(C)N=C(C)C(C(=O)OCCC)C1c1ccccc1 (configuration not stated),2
Cc1nc(N[C@H]2CC=CC[C@H]2C(N)=O)cc(C2CCNCC2)n1,0
COC(=O)CC[C@H](NC(=O)c1ccc(-n2cc(NC(=O)c3ccc(C)cc3C)cn2)cc1)C(=O)OC,-5
Cc1cc(C)n(C2=NC(=O)N=CC2)n1,1
CCOC(=O)c1c(NC(=O)Cc2ccccc2)sc2c1CCCC2,3
COc1ccc(CCNC(=S)Nc2ccc(S(N)(=O)=O)cc2)cc1,-10
OCCOCCNc1ncnc2ccc(I)cc12,7
COc1cccc(OCC(O)CN2CCCC(C)C2)c1 (configuration not stated),-1
Cn1cc(-c2cc3n(n2)CCC(=O)N3CCCC(=O)Nc2ccccc2Cl)c2ccccc21,0
CC1=NOC2(C1)/C(=N\O)CCC/C2=N\O (configuration not stated),2
COc1ccc(N2CCN(C(CNS(=O)(=O)c3c(C)cc(C)cc3C)c3ccco3)CC2)cc1 (configuration not stated),-4
CC1=NC(=S)NC(c2ccccc2)C1C(=O)OC(C)C (configuration not stated),8
C/C(=N\NC(=S)NCc1ccco1)c1ccccc1,2
Cc1cc(Nc2ccc(C(=O)O)c(O)c2)n2ncnc2n1,6
N#C/C(=C/c1ccc(F)cc1)c1nc(-c2ccc(Cl)cc2Cl)cs1,4
Cc1cc(C)n(-c2nnc(Cl)c(N)c2N)n1,3

# More records.
SMILES,ROC1-CUL1 inh
Cc1cc(NC(=O)c2cccs2)cc(-c2nc3cc(Cl)ccc3o2)c1O,-6
Cc1cccc(S(=O)(=O)Nc2ccc(-c3cn4cccc(C)c4n3)cc2)c1,0
Cc1cc(C)c2c(=O)cc(C(=O)Nc3ccccc3C(F)(F)F)oc2c1,5
C/C(=N/NC(=O)c1ccc(Cl)c(Cl)c1)c1cccc(NC(=O)C(F)(F)F)c1,2
O=C(CCCOc1ccc(Cl)cc1Cl)NNC(=O)Nc1ccc(Cl)cc1,-2
CCCOc1ccc([N+](=O)[O-])cc1C(=O)Nc1cc2nc3ccccc3nc2cc1NC(=O)c1cc([N+](=O)[O-])ccc1OCCC,-7
CCOc1ccc(N2CC(=O)C(c3nc4ccccc4c(=O)[nH]3)C2=N)cc1 (configuration not stated),-1
CCC(C)Nc1ncnc2c1sc1nc3c(cc12)COC(C)(C)C3 (configuration not stated),2
COc1ccc(OC)c(NC(=O)Cn2ccc3ccccc3c2=O)c1,-10
CCCCc1ccc(NC(=O)CN2CCN(c3cccc(Cl)c3)CC2)cc1,7
Cc1ccc(-c2ccccc2CN2CC[C@@H](N3CCOCC3)[C@H](O)C2)o1,-3
CCOC(=O)c1c(NC(=O)c2ccc(S(=O)(=O)N3CCCCCC3)cc2)sc(C(C)=O)c1C,-3
CSc1ccc(C2NC(=O)N=C(C)C2C(=O)OC(C)C)cc1 (configuration not stated),1
O=C1CC(C(=O)Nc2ccc(C(=O)O)c(O)c2)C(c2ccccc2)O1 (configuration not stated),-3
CC(C(=O)NCc1cccnc1Oc1ccccc1F)n1cccn1 (configuration not stated),1
COc1ccc(CCNC(=O)CSc2cn(CCNC(=O)c3c(F)cccc3F)c3ccccc23)cc1OC,-11
CCC(=O)Oc1c(Cl)cc(/C=C2\N=C(c3ccc(C(C)(C)C)cc3)OC2=O)cc1OC,-7
CCc1ccccc1Nc1nn2c(=O)c3ccc(C(=O)NCCC4=CCCCC4)cc3nc2s1,-13
Cc1c(C(=O)N2CCCCC2)sc2ncnc(N3CCCCCCC3)c12,-6
O=C1C(=O)N(C2CCN(C(=O)c3cccc(Cl)c3)CC2)CCN1Cc1ccc(F)cc1,8
Cc1cc(NC(=O)COC(=O)c2cc3ccccc3o2)no1,-5
CCN(c1ccccc1)S(=O)(=O)c1ccc(NC(=O)c2cc(=O)c3ccc(C)c(C)c3o2)cc1,-3
COC(=O)[C@@H](NC(=O)c1cc(COc2ccc(C)c(C)c2)on1)C(C)C,-5
Cc1ccc(NC(=O)c2cc3nc(-c4ccc5c(c4)OCO5)cc(C(F)(F)F)n3n2)cc1Cl,-7
COC(=O)C(C)Sc1nc2c(cnn2-c2ccc(F)cc2)c(=O)[nH]1 (configuration not stated),-6

# Continued.
SMILES,ROC1-CUL1 inh
O=C(O)c1ccnc(SCC(=O)c2ccccc2)c1,6
COc1ccc(Cn2c(=O)n(Cc3ccco3)c(=O)c3oc4ccccc4c32)cc1,-11
CCOC(=O)c1ccc(NC(=O)CSC2=NC(=O)CC(C(F)(F)F)=N2)cc1,-1
O=C1CSc2cc3c(cc2N1)OCC(=O)N3Cc1ccc(Cl)cc1,1
Cc1noc(C)c1CC(=O)N1CCc2c(cnc(C)c2CNC(=O)/C=C/c2ccccc2)C1,1
Cc1ccc(/C=C/C(=O)N2CCN(c3cccc(C(F)(F)F)c3)CC2)cc1,4
c1ccc(-c2nnc(SCc3c[nH]c4ccccc34)n2-c2ccccc2)cc1,6
O=c1/c(=C/c2ccc(N3CCOCC3)o2)sc2n1C(c1ccc(F)cc1)C1=C(N=2)c2ccccc2CC1 (configuration not stated),0
c1ccc2c(-c3cnnc(NCC4CCOCC4)n3)cccc2c1,2
CCOc1ccccc1NS(=O)(=O)c1ccc2c(c1)oc(=O)n2C,-1
CN(Cc1ccccc1)c1ncccc1CNC(=O)c1cn2cccnc2n1,-8
CCOC(=O)c1[nH]c(C)c(CCC(=O)NCc2ccccc2C)c1C,1
O=C(Nc1ccc(F)cc1F)C1CCN(C(=O)c2ccccc2F)CC1,-4
CC(=O)NC(=S)Nc1ccc(S(=O)(=O)N2CCOCC2)cc1,-3
CCN(CC)c1ccc(NC(=O)C(C)C)c(C)c1,1
Cc1nn(C(=O)c2c(F)cccc2F)c(C)c1S(=O)(=O)N1CCOCC1,8
CNC(=S)N(Cc1ccc(OC)cc1OC)c1ccc(C(C)(C)C)cc1,-3
Cc1nc(C)c(-c2ccc(SCC(=O)Nc3ccc(C)c(F)c3)nn2)s1,-4
CCOC(=O)c1c(C)oc(C)c1-c1c(C)oc(C)c1C(=O)OCC,1
CCOc1cc(Br)cc(/C=C2\SC(=Nc3ccccc3)N(CCOC)C2=O)c1O,0
O=C(N/N=C/c1ccc(Sc2nc3ccccc3[nH]2)o1)c1ccncc1,2
O=C1C(=O)N(C23CC4CC(CC(C4)C2)C3)C(=S)N1c1ccccc1,2
CCCN1CCN(C(=O)c2c(F)cccc2Cl)CC1,-4
CCCCOc1ccc(S(=O)(=O)N2CCN(c3ccc(Cl)c(Cl)c3)CC2)cc1,7
Cn1ncc([N+](=O)[O-])c1C(=O)Nc1ccc2c(c1)COC2=O,3

# Next structures.
SMILES,ROC1-CUL1 inh
Cc1ncc2c(c1CNC(=O)c1ccc3c(c1)OCO3)CCN(C(=O)C(C)Oc1ccccc1)C2 (configuration not stated),-1
CCC(=O)NC1CCCc2nc(-c3ccccc3)ncc21 (configuration not stated),8
COc1cccc(-c2ccc3c(N)c(C(=O)NCc4ccc(Cl)cc4)sc3n2)c1,10&-4
CCc1ccc(CNC(=O)c2cccc(-n3c(C)nc4cccnc43)c2)cc1,-9
Cc1cc(C(=O)CN2CCC(C)CC2)c(C)n1-c1ccc(Cl)c(C(F)(F)F)c1,7
Cc1cccc(CNC(=O)C2CCN(Cc3ccccc3F)CC2)c1,8
COCCCNC(=O)CCCn1c(SCC(=O)c2ccc(Br)cc2)nc2c(sc3ccccc32)c1=O,-8
Cc1ccc(NC(=O)c2cnoc2C)cc1C,-6
Nc1c(C(=O)NCCc2ccccc2)nnn1CC(=O)Nc1ccc(Cl)cc1,-8
COc1ccc(N(CC(=O)NCc2ccc(C)cc2)S(=O)(=O)C2C(=O)NC(=O)N=C2C)cc1 (configuration not stated),1
N#Cc1cc(Sc2ccc3ccccc3c2)ccc1N,-16
COc1cccc(CNC(=O)CCC2CCCN(C(=O)C3CCOCC3)C2)c1 (configuration not stated),-3
CC/C(=N\NC(=O)c1c(Br)cnn1C)c1ccc(Br)s1,0
Cc1ccc2c(Sc3ccc(Cl)cc3)c(C(=O)NCCC(C)C)[nH]c2c1,-4
CC1(C)c2ccccc2N2CC(=O)N(Cc3ccccc3)C21/C=C/c1ccc(F)cc1 (configuration not stated),-2
Cc1c(C(=O)N2CCCCCC2)c(S(=O)(=O)NCc2ccccc2)c(C)n1C,4
COc1ccc(S(=O)(=O)N(CC(=O)NCc2ccccc2OC)c2ccc(C)cc2)cc1,-5
CCOc1ccccc1CNCc1c(C(=O)O)c(C)n(Cc2ccc(Cl)cc2)c1C,-4
CCOC(=O)c1ccc(NC(=O)CC2C(=O)N(c3cccc(OC)c3)C(=O)N2Cc2ccc(OC)cc2)cc1 (configuration not stated),5
CC(C)Oc1ncnnc1-c1ccccc1,3
CN1CCN(C2CCC(c3ccc(F)cc3)c3ccc(F)cc32)CC1 (configuration not stated),-3
O=C(NC1CC2CCC1C2)c1ccc(CN2CCCCC2)cc1 (configuration not stated),8
O=C(COC(=O)c1ccc2c(c1)C(=O)N(C1CCCCC1)C2=O)c1ccc(Br)cc1,1
Cc1ccccc1NC(=O)CSc1nc2nccnc2c(=O)n1CCc1c[nH]c2ccccc12,3
CC(=O)/C=C1\SSC=C1c1ccccc1,9
CN(c1ccc(C(=O)N2CC(=O)Nc3ccccc32)cc1)S(C)(=O)=O,9
CN1CCCC1=Nc1ccncc1,-4
